IL2 activator = IL-2 activation; IL-2 activation reporter assay, cell-based qHTS; stimulated with anti-CD3/CD4/CD28 beads; in transgenic mouse T cells; activation, % (series mostly up to about 46 µM); actives 0.065% (n = 360,000); in the data active means activation above about 50%; inconclusive means mostly about 30% to 49%; further: 0% is about no effect
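First, unstimulated transgenic mouse T cells were exposed to compound for 60 min. Next, anti-CD3/anti-CD4-coated beads with anti-CD28 were added. Finally, after 18 h at 37 degrees C, EGFP and DsRed were imaged.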
TGFb SMAD3 inh = inhibitors of TGF-b signaling | HepG2 CAGA-GFP TGF-b/SMAD3 reporter, GFP fluorescence, 18 h; TGF-beta stimulated, 500 pg/mL final | Potency, µM (series often up to 46.1 µM), inactives show at the highest dose activity, negative = inhibition, most hits filed as inhibitors | actives 1.2% (n = 410,000) | AID 588855; further: potency means the concentration at half of the fitted maximal effect; on the % scale 0 is the no-effect control and ±100 the full control effect; nearly all actives have a fitted effect of over 65% in size
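Inhibition was scored as loss of TGF-beta-induced (500 pg/mL final, 18 hours, 37 degrees C) GFP in HEPG2 cells carrying a CAGA-GFP reporter, in DMEM with 1% FBS. Well GFP was summed per cell; Activity was normalised to unstimulated and stimulated DMSO wells, then concentration-response fitting.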
HepG2 viability = kills HepG2 cells in TGF-b inhibitor counter-screen. AID 588856. actives 0.76% (n = 410,000). Potency, µM (series often up to 46.1 µM), for inactives: top-dose activity change, negative = cytotoxicity, most hits filed as cytotoxic. HepG2 CAGA-GFP viability, ATP luminescence, 18 h; further: potency means the concentration at half of the fitted maximal effect; some results filed as inactive show a strong effect at the top dose
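CellTiter-Glo luminescence gave cytotoxicity after 18 hours at 37 degrees C. The cells were HepG2 CAGA-GFP in 1% FBS DMEM, stimulated with 500 pg/mL TGF-beta after compound addition. %Activity was normalised to no-cell wells (complete cell-killing) and DMSO (no toxicity), and curves were fitted and classified.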
EPAC2 ag = EPAC2 (human) agonism; AID 720711; actives 0.079% (n = 360,000); Potency, µM (doses to about 154 µM), for inactives: at the highest dose activation, most hits filed as activators; EPAC2 activation, biochemical qHTS; response scale: 100% = 6.5 mM cAMP response; further: potency means the concentration at half of the fitted maximal effect; nearly all actives have a fitted effect of over 50% in size
Target sequence (Q8WZA2 whole entry, looked up): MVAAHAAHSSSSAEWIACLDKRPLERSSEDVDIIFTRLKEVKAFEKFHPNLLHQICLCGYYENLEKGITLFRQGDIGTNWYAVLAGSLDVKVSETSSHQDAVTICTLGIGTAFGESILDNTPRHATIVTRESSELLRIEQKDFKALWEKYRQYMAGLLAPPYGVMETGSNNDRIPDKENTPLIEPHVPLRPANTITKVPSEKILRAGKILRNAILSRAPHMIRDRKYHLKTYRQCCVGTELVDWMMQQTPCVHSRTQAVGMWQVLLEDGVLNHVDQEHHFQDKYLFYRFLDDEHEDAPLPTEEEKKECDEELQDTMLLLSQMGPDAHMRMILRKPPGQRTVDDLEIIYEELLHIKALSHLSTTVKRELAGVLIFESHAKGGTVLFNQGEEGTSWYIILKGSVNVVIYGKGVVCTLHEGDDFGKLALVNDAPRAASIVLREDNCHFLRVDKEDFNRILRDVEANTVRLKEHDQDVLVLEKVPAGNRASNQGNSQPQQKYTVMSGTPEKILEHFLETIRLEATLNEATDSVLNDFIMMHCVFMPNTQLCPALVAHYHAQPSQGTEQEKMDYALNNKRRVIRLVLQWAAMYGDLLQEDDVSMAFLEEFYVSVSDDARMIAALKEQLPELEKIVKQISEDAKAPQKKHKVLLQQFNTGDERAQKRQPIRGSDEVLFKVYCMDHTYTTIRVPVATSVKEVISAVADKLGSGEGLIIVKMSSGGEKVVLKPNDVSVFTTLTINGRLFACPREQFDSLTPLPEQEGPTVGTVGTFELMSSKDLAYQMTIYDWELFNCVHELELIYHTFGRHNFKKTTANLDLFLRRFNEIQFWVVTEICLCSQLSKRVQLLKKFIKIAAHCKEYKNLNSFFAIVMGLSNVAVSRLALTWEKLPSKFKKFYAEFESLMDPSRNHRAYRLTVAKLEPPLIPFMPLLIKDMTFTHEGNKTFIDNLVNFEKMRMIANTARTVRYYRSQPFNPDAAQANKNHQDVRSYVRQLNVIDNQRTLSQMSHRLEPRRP
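Compounds were titrated in qHTS against a Rap1B-BODIPY-GDP (250 nM) complex with EPAC2 (100 nM) and GDP (50 uM). BODIPY-GDP release tracked at 480/540 nm over 30 min at room temperature, normalized to 6.5 mM cAMP.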
Starred values were filed as active, the others as inactive; u = inconclusive; x = no result given; & = joins results of further samples; [ ] = dose if it differs, or a comment. Unless noted, the call rests on the fitted dose curve; in most records, active means well fitted curve in the direction sought with a large enough effect; inconclusive means small, poorly fitted or top-dose-only effect, or another doubt; inactive means no such curve, though single readings can be large; an effect the other way counts as inactive or inconclusive. Some of the compounds tested. The share of hits here may be higher or lower than overall.

SMILES	IL2 activator	TGFb SMAD3 inh	HepG2 viability	EPAC2 ag
CC(C)(C)n1ncc2c(=O)n(Cc3ccc(SC(F)(F)F)cc3)cnc21	x	16µM*	-32%	x
O=[N+]([O-])c1ccc(Nc2nc(NCCN3CCOCC3)nc(Nc3ccc(Cl)cc3)n2)cc1	x	u	-77%	x
Cc1csc[n+]1CC(=O)c1ccc(I)cc1	x	-4%	-31%	x
Cc1cc(N(C)C)cc(C)c1C=O	x	-16%	-8%	x
COc1cccc(CN2Cc3cccc4c3[C@H](C=CC4)CC2=O)c1	x	-24%	-1%	x
CC(=O)NC1=C(C#N)CCC1	x	-10%	-16%	x
CC(C)c1ccc(NC(=O)c2cc3c([nH]c2=O)CC(C)(C)CC3=O)cc1	x	-16%	-25%	x
Clc1cccc[n+]1CCCC[n+]1ccccc1Cl	x	-5%	-52%	x
CCCNC(=O)CNC(=O)c1ccccc1OCC(=O)Nc1ccc(Br)cc1	x	-7%	2%	x
O=C(Cc1ccc(OCC2CCCCC2)cc1)NO	x	-6%	-35%	x
CN(C)c1ccc(/C=C/c2ccnc3ccc(O)cc23)cc1	x	19%	-36%	x
CN1CCN(c2ccnc(N(C)CCCCCCN)n2)CC1	x	1%	-33%	x
O=C1[C@H](Cc2ccccc2)NC/C=C\C[C@H](c2ccc(Cl)cc2)N1Cc1ccc(Cl)cc1	x	u	-61%	x
COc1ccc2c(c1)C/C(=C\c1ccc(N(C)C)cc1)C2=O	x	183%[activator]	-25%	x
CCCCCCCCCC[n+]1cccc2cc(Br)ccc21	x	u	-48%	x
O=C1[C@H](Cc2ccccc2)NC/C=C\C[C@@H](c2ccc(Cl)cc2)N1Cc1ccccc1	x	u	8.9µM*	x
Nc1cc(=O)[nH]c2c1CCC2	x	-1%	-21%	x
CCCCCCCCCCCCCCCCCCN(CCCCCCCCCCCCCCCCCC)c1ccc(C=O)cc1	x	1%	4%	x
CCOC(=O)C[C@H]1c2cc(F)ccc2S(=O)(=O)N1Cc1cc(OC)c(OC)c(OC)c1	x	u	-15%	x
Cc1cccc2c(C(O)c3cn(C)c4ccccc34)c[nH]c12 (stereo not drawn)	x	u	-35%	x
O=C(COc1ccccc1C(=O)Nc1ccccc1)Nc1cccc([N+](=O)[O-])c1	x	-2%	-1%	x
Cc1cc2ccccc2cn1	x	-11%	-28%	x
O=C(Cc1ccc(OCCCc2ccccc2)cc1)NO	x	5%	-23%	x
COc1ccc(NC(=O)c2ccccc2OCC(=O)Nc2ccc(Br)cc2)cc1	x	-8%	2%	x
COc1ccc(C(NC(C)=O)c2ccc3cccnc3c2O)cc1OC (stereo not drawn)	x	0%	15%	x
O=C(/C=C/c1ccc(C(F)(F)F)cc1)OC(C(=O)NC1CC1)c1ccccc1 (stereo not drawn)	x	-3%	-1%	x
Cc1ccc2cccc(O)c2n1	x	u	-118%	x
c1ccc2c(c1)ccn2-n1ccc2ccccc21	x	16µM*	-58%	x
CC(C)(C)n1ncc2c(=O)n(Cc3ccc(F)cc3)cnc21	x	6%	-4%	x
CC(C)(C)n1ncc2c(=O)n(Cc3ccc(C(=O)c4ccccc4)cc3)cnc21	x	u	0%	x
Nc1ccc2cccnc2c1	x	-2%	-16%	x
COc1ccc(OC)c2c(/C=C/c3ccc(N(C)C)cc3)ccnc12	x	0%	9%	x
Clc1cccc(Nc2nnc(-c3ccccc3)c3ccccc23)c1	x	8%	-9%	x
N#CC1=C(N)CCC1	x	3%	1%	x
CCCCCCCCCC[n+]1cccc2cc(Cl)ccc21	x	u	-84%	x
CCCCCCCCCCCCCCCC[n+]1ccc(/C=C/c2c(C)[nH]c3ccccc23)cc1	x	u	-90%	x
O=C(OCCF)N1CCN(/[N+]([O-])=N/Oc2ccc([N+](=O)[O-])cc2[N+](=O)[O-])CC1	x	8.9µM*	20µM*	x
CC(C)(C)n1ncc2c(=O)n(Cc3cccc(OC(F)(F)F)c3)cnc21	x	u	-36%	x
CCCCCCCCCC[n+]1ccc(/C=C/c2c[nH]c3ccccc23)cc1	x	260%[activator]	16µM*	x
CCN(CC)c1ccccc1/C=C/[n+]1ccc(CCCCI)c2ccccc21	x	u	-28%	x
C=C1C=C(C)n2ncc(C(=O)NCCCCCC)c2N1	x	-1%	-2%	x
Cc1ccnc2ccccc12	x	-10%	5%	x
O=C(O)c1c(Br)c(Br)c(Br)c(Br)c1C1c2ccc(O)cc2Oc2cc(O)ccc21	x	u	1%	x
O=Cc1cccc(C=O)c1	x	-7%	1%	x
Cc1ccnc2ccc(N)cc12	x	-10%	-29%	x
COC(=O)c1cc2c([nH]c1=O)CC(c1ccccc1)CC2=O (stereo not drawn)	x	-13%	-18%	x
CN(N=O)c1ccc(/C=C/c2ccccc2)cc1	x	-2%	-15%	x
Nc1ccc(/C=C/c2ccc3cccnc3c2)cc1	x	-9%	-12%	x
COc1ccc(SC[C@H](C)CN2CC[C@H](O)CCC2=O)cc1	x	1%	4%	x
CCCCCCCCCCC(C)(C)C(=O)Nc1c(OC)cc(OC)cc1OC	x	u	-15%	x
Cc1cc(SCC(=O)c2ccc(Br)cc2)cc(C)[o+]1	x	-7%	9%	x
O=C(C[N+]12CN3CN(CN(C3)C1)C2)c1ccc(O)c(O)c1	x	9%	-21%	x
Clc1ccc(/C=C/c2ccnc3ccccc23)cc1	x	u	-40%	x
CC(C(=O)c1ccccc1)[n+]1ccc(Cl)c2ccc(Cl)cc21 (stereo not drawn)	x	-6%	-8%	x
O=C(Nc1ccc(Br)cc1F)c1cnn2c1NC(=C1CC1)C=C2C(F)F	x	25%	22%	x
OC(CBr)CN1CCCCC1 (stereo not drawn)	x	0%	8%	x
CN(C)c1ccc(/C=C/c2ccc3cc(N)ccc3n2)cc1	x	7%	-48%	x
CN(CC(=O)O)c1ccc(/C=C2\C=Cc3ccccc32)cc1	x	u	2%&-5%	x
OC1C(Br)=Cc2ccccc21 (stereo not drawn)	x	6%	-12%	x
Cc1cccc(OCC(=O)Nc2cc(C)c(O)c(-c3nc4ccccc4o3)c2)c1	x	35%	6%	x
Carrying on.
SMILES	IL2 activator	TGFb SMAD3 inh	HepG2 viability	EPAC2 ag
NS(=O)(=O)c1ccc(NC(=O)c2nc(S(=O)(=O)Cc3ccccc3F)ncc2Cl)cc1	x	u	-41%	x
Cc1cc[n+](CC#N)cc1	x	-1%	-5%	x
COc1cc(N(C)C)ccc1/C=C/c1ccnc2ccccc12	x	152%[activator]	-39%	x
CN(C)c1ccc(/C=C/c2ccc3cc(F)ccc3n2)cc1	x	0%	-21%	x
COc1ccc(/C=C/c2cc[n+](C)c3ccccc23)cc1OC	x	34%[activator]	-8%	x
CN(C)c1ccc(/C=C/c2cc(=O)[nH]c3ccccc23)cc1	x	-7%	2%	x
Cc1ccc(NC(=O)c2nc(S(=O)(=O)Cc3ccccc3F)ncc2Cl)cc1C	x	u	-59%	x
C1=C/C(=C2/C=Cc3ccccc32)c2ccccc2N1	x	u	-34%	x
CCN(CC)c1ccc(/C=C/c2c(C)cnc3ccccc23)cc1	x	u	-63%	x
Clc1cccc[n+]1CCc1ccccc1	x	-20%	-2%	x
O=C(O)c1c2c(nc3ccccc13)CCCC2	x	-3%	9%	x
CN(C)c1ccc(C=C2C(=O)c3ccccc3C2=O)cc1	x	-2%	-12%	x
CC(Oc1ccccc1)C(=O)N[C@@H]1C(=O)N2[C@@H]1SC(C)(C)[C@@H]2C(=O)OCc1ccccc1 (stereo partly drawn)	x	u	-15%	x
O=C(COc1ccccc1C(=O)Nc1ccccc1)Nc1ccccc1F	x	-2%	-1%	x
COC(=O)[C@H](Cc1ccccc1)N(Cc1ccc(C)cc1)S(C)(=O)=O	x	-10%	-31%	x
c1cc2c3c(c1)CCCN3CCC2	x	-8%	1%	x
CN(C)c1ccc(/C=C/c2ccc3cc(N(C)C)ccc3n2)cc1	x	-7%	-44%	x
Cn1nnc2c(NCc3ccco3)ncnc21	x	-2%	-27%	x
O=C(OC(C(=O)N1CCOCC1)c1ccccc1)c1c2c(nc3ccccc13)CCCC2 (stereo not drawn)	x	10%	5%	x
CC(C)(C)n1ncc2c(=O)n(Cc3cccc(Oc4ccccc4)c3)cnc21	x	-18%	-3%	x
NS(=O)(=O)c1ccc(N=Nc2cc3ccccc3c(C(=O)O)c2O)cc1	x	u	5%	x
COc1cccc(OC)c1-c1cc(CCCc2cc(-c3c(OC)cccc3OC)nc3ccccc23)c2ccccc2n1	x	u	-107%	x
CC[N+](CC)(CC)c1ccc(/C=C/c2ccc3ccccc3n2)cc1	x	6.3µM*	10µM*	x
CC(=O)c1cc2ccccc2c2ccccc12	x	-15%	-21%	x
CCCCNc1ccc(/C=C2\C=Cc3ccccc32)cc1	x	-28%	-28%	x
O=C(O)CC(CC(=O)O)c1ccc2c(c1)OCO2	x	14%	11%	x
C/C=C(\NNC(C)=O)c1ccc(O)cc1	x	1%	-4%	x
CCN(CC)c1ccc(/C=C/c2cc(Cl)nc3ccccc23)cc1	x	-5%	-28%	x
CC(=O)c1ccc[n+](CC(=O)c2ccc(F)cc2)c1	x	-28%	1%	x
CN(C)/[N+]([O-])=N/Oc1cc(F)c([N+](=O)[O-])cc1[N+](=O)[O-]	x	-10%	-11%	x
COc1cc(OC)c(/C=C/c2cc3ccccc3c[n+]2C)c(OC)c1	x	7.9µM*	-37%	x
Cc1cc(C)c2cc(C#N)c(NCCNC(=O)c3cccnc3)nc2c1	-0.3	x	x	-9%
COC(=O)[C@@]12C[C@@H](CC(=O)NCCCN3CCCC3=O)C(=O)N(Cc3ccc4c(c3)OCO4)C1=CCC(C)(C)C2	-0.1	x	x	-5%
C=CCn1c(C(C)n2c(-c3cnccn3)nc3ccccc32)nc2ccccc21 (stereo not drawn)	0.7	x	x	5%
COCCCNC(=O)c1cc(Cc2ccccc2)sc1N	0.0	x	x	0%
COC(=O)[C@@]12C[C@@H](CC(=O)N3CCCC3)C(=O)N(Cc3cccc4ccccc34)C1=CCC(C)(C)C2	-0.6	x	x	7%
COc1ccc(CN2C(=O)CSCC2(C)C(=O)NCc2ccccc2)cc1OC (stereo not drawn)	-0.8	x	x	1%
CC(C)c1cc(Cn2c3ccccc3c(=O)n2C(C)Cn2cc(C3=CCCCC3)nn2)on1 (stereo not drawn)	-0.4	x	x	-9%
COC(=O)[C@@]12C[C@@H](CC(=O)NCCc3ccccc3OC)C(=O)N(Cc3cccc4ccccc34)C1=CCC(C)(C)C2	-1.1	x	x	7%
COc1ccc(NC(=O)C(C2CC2)n2c(=O)c(-c3ccco3)nc3ccccc32)cc1 (stereo not drawn)	1.2	x	x	17%
COc1ccc(NC(=O)C(c2ccccc2)n2c(=O)c(-c3cc4ccccc4[nH]3)nc3ccccc32)cc1 (stereo not drawn)	-0.8	x	x	14%
CC(C)NC(=O)C1(C)CSCC(=O)N1C1CC1 (stereo not drawn)	0.7	x	x	2%
Cc1cccc(C)c1NC(=O)C(C)n1c(-c2ccc(=O)[nH]c2)nc2ccccc21 (stereo not drawn)	0.5	x	x	6%
CC1(C(=O)Nc2ccc3c(c2)OCCO3)CSCC(=O)N1CCCN1CCOCC1 (stereo not drawn)	0.0	x	x	10%
Cc1ccc(S(=O)(=O)N2[C@H](CC(=O)c3ccc(F)cc3)OC[C@@H]2C)cc1	-0.3	x	x	12%
